Bioassay records (PubChem)
Ba/F3 V617F tox – lowers viability of Ba/F3 cells expressing EpoR and JAK2V617F; ATP luminescence; inhibition, % at 5.6 µM; actives 1.1% (n = 220,000);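 active means inhibition above the campaign mean plus 3 SD over all tested compounds, cut at about 24% in these data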;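 further: cytokine-independent growth of Ba/F3 cells driven by EpoR plus mutant JAK2; 0% = DMSO-treated cells and 100% = JAK inhibitor I control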
TNF death inh – TNF-alpha cell death inhibition in Jurkat FADD-/- cells; Jurkat FADD-/- TNF necroptosis rescue, ATP luminescence, 24 h; 0 = TNF only, 100 = no-TNF cells; activation (protection from cell death), % at 10 µM; actives 0.068% (n = 220,000); AID 463075;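 active means activation, meaning protection from cell death, of at least 50% relative to plate controls; inactive means activation below 50%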;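 further: necroptosis triggered by 40 ng/mL TNF-alpha added together with compound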
PPC-1+TRAIL kill – compounds killing PPC-1 cancer cells with TRAIL present (potentiator screen, no TRAIL-free arm); PPC-1 cells + TRAIL, ATPLite viability luminescence; cell killing (% activity), % at 4 µM; actives 0.41% (n = 220,000); AID 1443;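 active means cell killing above 50% in the first pass at 4 µM, then a duplicate retest at 5 µM averaging 50% or more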;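 further: plate controls were cells with TRAIL plus DMSO for no effect and medium-only wells lacking cells for full effect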
zfTRPN1 agonist – agonists of zebrafish TRPN1 channel; HEK293 zebrafish TRPN1-YFP, Fluo-8 calcium fluorescence; 100% = response to 87 µM carbachol; activation, % at 3 µM; actives 0.18% (n = 220,000); AID 1424;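 active means activation above its plate's cutoff, the mean activation of test wells on that plate plus 3 SD, cut at about 19% in these data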;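 further: 0% = DMSO alone and 100% = 87 µM carbachol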
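Material – zebrafish TRPN1-YFP in HEK293 cells · Doses – 3 µM single point · Schedule – dye 1 h 37 °C plus 30 min RT · Signal – Fluo-8 calcium fluorescence, excitation 470-495 nm, emission 515-575 nm · Read-out – % activation versus carbachol response · Control set – carbachol high, DMSO low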
RBBP9 inh – human RBBP9 hydrolase inhibition. actives 0.2% (n = 220,000). inhibition, % at 7.94 µM. AID 1515. O75884. recombinant RBBP9, FP-Rh probe fluorescence polarization;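 active means inhibition above the campaign mean of all tested compounds plus 3 SD, cut at about 14% in these data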;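 further: plate controls were DMSO wells with RBBP9 for no effect and wells lacking RBBP9 protein for full effect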
Target sequence (O75884 whole entry, looked up): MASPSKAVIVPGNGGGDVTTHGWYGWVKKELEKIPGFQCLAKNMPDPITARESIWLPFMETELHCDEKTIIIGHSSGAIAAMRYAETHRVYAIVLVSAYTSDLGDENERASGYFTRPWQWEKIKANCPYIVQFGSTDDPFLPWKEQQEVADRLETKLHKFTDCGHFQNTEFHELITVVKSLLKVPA
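System: RBBP9 protein / Quantity: 2.5 µM RBBP9 dispensing solution, before mixing / Also added: Serine-hydrolase probe FP-Rh, 375 nM pre-mixing / Dosing: 7.94 µM single dose, 0.794% DMSO / Timing: enzyme-compound preincubation 30 min, then probe labeling 45 min, 25 °C / Signal: FP readout at 525/598 nm / Controls: DMSO-treated enzyme wells and wells lacking RBBP9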
TRPML3 ag – human mucolipin-3 channel agonism | actives 0.29% (n = 220,000) | Q8TDD5 | HEK293 TRPML3-YFP, Fluo-8 calcium fluorescence; 100% = the carbachol control signal | activation, % at 3 µM | AID 1448;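 active means activation above its plate's cutoff, the mean activation of the plate's test wells plus 3 SD, cut at about 12% in these data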;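 further: 0% = DMSO only wells and 100% = carbachol wells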
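system = HEK293 cells stably carrying human TRPML3-YFP | doses = one concentration, 3 µM nominal, 0.3% DMSO | timing = dye loading 1 h 37 °C then 30 min ambient, 125 s read | detection = Fluo-8 calcium dye fluorescence, ex 470-495, em 515-575 nm | benchmarks = high control carbachol 87 µM, low control DMSO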
BaF3 parental – counter-screen for JAK2V617F inhibitors: parental Ba/F3 viability inhibitors; AID 1486; CellTiter-Glo ATP luminescence; actives 1.1% (n = 220,000); inhibition, % at 5.6 µM;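 active means inhibition above a per-campaign cutoff, the mean inhibition of all tested compounds plus 3 SD, cut at about 27% in these data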;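 further: 0% = DMSO wells and 100% = JAK Inhibitor I control wells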
Wee1 stabilizer – inhibitors of human Wee1 degradation. P30291. HeLa Luc-Wee1K328M stability, luciferase luminescence; 100% = proteasome inhibitor MG132 effect. reporter increase, % at 5 µM. actives 1.2% (n = 220,000). AID 1321;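 active means activation above the mean of all tested compounds plus 3 SD, set per screening run, cut at about 8.8% in these data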;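 further: cells exposed to compound for 20 h before luminescence read; 0% = DMSO alone and 100% = MG132 at 30 µM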
Target sequence (P30291 whole entry K328M): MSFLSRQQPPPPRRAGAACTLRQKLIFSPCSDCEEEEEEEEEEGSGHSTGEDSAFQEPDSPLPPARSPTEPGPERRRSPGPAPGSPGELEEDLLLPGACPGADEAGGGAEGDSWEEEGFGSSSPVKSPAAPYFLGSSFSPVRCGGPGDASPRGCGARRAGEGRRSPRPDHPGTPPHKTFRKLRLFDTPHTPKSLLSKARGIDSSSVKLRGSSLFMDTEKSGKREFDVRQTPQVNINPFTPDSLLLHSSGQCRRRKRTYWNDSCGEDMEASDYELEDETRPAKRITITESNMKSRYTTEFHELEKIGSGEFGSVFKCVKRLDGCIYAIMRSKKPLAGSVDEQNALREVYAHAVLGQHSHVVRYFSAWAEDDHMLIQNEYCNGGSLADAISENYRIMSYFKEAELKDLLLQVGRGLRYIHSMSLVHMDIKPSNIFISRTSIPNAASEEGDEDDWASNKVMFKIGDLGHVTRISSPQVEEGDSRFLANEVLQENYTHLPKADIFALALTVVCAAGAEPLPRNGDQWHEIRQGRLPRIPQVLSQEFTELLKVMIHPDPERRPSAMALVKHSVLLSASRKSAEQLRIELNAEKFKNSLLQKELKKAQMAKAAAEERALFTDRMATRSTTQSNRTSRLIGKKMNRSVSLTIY
CHOP inhibitor – CHOP inhibition in unfolded protein response; inhibition, % at 10 µM; CHO-K1 CHOP-promoter luciferase, tunicamycin-induced, 15-18 h; actives 3.8% (n = 220,000);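 active means compounds that reduced the stress-induced luciferase reporter signal by more than about 70% of percent inhibition, limit read from the data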;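 further: 0% = tunicamycin plus vehicle and 100% = wells without tunicamycin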
The depositor's hits bear a star; . = no result given; & = joins results of further samples.

molecule	Ba/F3 V617F tox	TNF death inh	PPC-1+TRAIL kill	zfTRPN1 agonist	RBBP9 inh	TRPML3 ag	BaF3 parental	Wee1 stabilizer	CHOP inhibitor
CCC1(CC)Cc2ccccc2C(=C(C#N)C#N)N1	-2	-1.8	15	-2.1	-7	-0.4	0	-3	25
COc1ccc2c(C)cc3nncn3c2c1	6	-0.2	17	-0.1	-6	-0.6	14	3	0
CC(/C=N\NC(=O)CN1CCN(S(=O)(=O)c2ccc(C)cc2)CC1)=C\c1ccccc1	4	3.2	10	0.6	-12	0.5	7	3	33
Cc1cccc2nc(CSc3ccc(Cl)cc3)cn12	4	-0.7	14	-1.8	-2	-0.9	8	2	-17
CC1=C(C(=O)Nc2ccccc2)C(c2sccc2C)n2nnnc2N1 (stereo not given)	1	-1.3	44	0.7	1	0.8	2	-1	13
CCN(C(=O)c1coc(=O)c2ccccc12)c1cc(OC)ccc1OC	-4	0.0	8	-0.3	-4	-0.1	0	3	30
CN1CCNC(=O)C1CC(=O)NCC1(c2ccccc2)CCCCC1 (stereo not given)	-1	0.2	21	-0.3	-11	-0.2	6	-1	3
O=C(CNC(=O)c1ccncc1)N/N=C/c1ccc(O)cc1O	-5	0.2	12	0.2	3	0.5	-3	13*	17
C/C(=N\NC(=O)CNc1cccc(C)c1)c1ccc(Br)s1	-2	2.3	1	-2.0	-4	0.5	3	0	39
CCN(CC)CC(O)Cn1c(-c2cccc(Cl)c2)nc2cc(C)c(C)cc21 (stereo not given)	-1	0.8	2	0.3	-6	0.4	-3	2	-13
CCN=c1scc(C)n1/N=C/c1cc(Br)c(O)c(OC)c1	0	-0.7	-6	-0.4	-4	0.6	4	3	22
CC(=O)N1C=CN(C(C)=O)C(c2cn(C)c3ccccc23)C1c1cn(C)c2ccccc12 (stereo not given)	0	-1.0	-20	4.3	-4	1.0	9	6	59
COc1ccc(-c2nc(C3CCCCC3)no2)cc1OC	-1	0.4	-7	-0.1	-1	0.7	4	-4	36
Cn1c(C(=O)N2CCCC(C(=O)O)C2)cc2sccc21 (stereo not given)	-3	-0.7	-15	-0.5	-13	1.0	95*	-3	19
CCOc1ccc(/C=C/C(=O)c2ccc(-c3ccccc3)cc2)cc1	-2	1.6	7	1.1	-3	1.1	2	-2	-5
CCOC(=O)N1CCC(Nc2c(-c3ccccc3)c(=O)c2=O)CC1	6	-0.1	4	0.5	-10	0.4	6	-1	66
COc1ccc(NC(=O)C2CCCN(c3c4c(nc5ncnn35)CCC4)C2)cc1OC (stereo not given)	0	-0.4	-2	-0.6	0	0.4	4	0	20
CCN(CC)c1ccc(NC(=O)COC(=O)C23CCC(=O)N2c2ccccc2S3)cc1 (stereo not given)	-3	0.2	18	-0.3	-5	0.3	2	4	-12
CCCCNC(=O)N1CCOCCOCCN(C(=O)NCCCC)CCOCCOCC1	-4	0.7	14	-1.1	-8	0.8	1	3	-4
COc1ccccc1NC(=O)CN(c1ccc([N+](=O)[O-])cc1)S(=O)(=O)c1ccccc1	3	3.3	8	-0.6	-2	0.1	7	0	20
CCn1nc(C(=O)OCc2c(C)noc2C)c2ccccc2c1=O	3	-0.8	7	0.1	0	-1.0	2	-3	-1
O=C1CC(c2ccccc2)CC(O)=C1C=NCc1ccccc1 (stereo not given)	2	-1.2	6	0.3	-4	-0.9	0	-2	23
Cc1cc(C)cc(CC2CC(=O)N(c3ccc(Cl)cn3)C2=O)c1 (stereo not given)	-3	-1.2	6	-1.1	-4	1.0	0	1	14
Cc1cc(C)c(C#N)c(N2CCN(CCOc3ccc(Cl)cc3)CC2)n1	-6	-1.4	-2	0.5	-3	0.4	0	0	75*
CCN(CC)CCCNC(=O)CCc1ccccc1	3	0.3	6	0.5	-1	0.7	6	-1	1

Next section:
molecule	Ba/F3 V617F tox	TNF death inh	PPC-1+TRAIL kill	zfTRPN1 agonist	RBBP9 inh	TRPML3 ag	BaF3 parental	Wee1 stabilizer	CHOP inhibitor
O=C(CSc1cn(CC(=O)N2CCCCC2)c2ccccc12)NCC1CCCO1 (stereo not given)	-1	1.7	17	-1.0	-6	0.6	3	3	-8
CC(=O)Nc1ccc(S(=O)(=O)/N=C2/NC(=O)/C(=C\c3ccco3)S2)cc1	3	0.0	-5	2.8	8	1.3	9	-2	42
CCOC(=O)Nc1ccc2c(c1)N(C(=O)C(C)N1CCCC1)c1ccccc1CC2 (stereo not given)	0	2.2	15	-0.9	-2	0.2	1	0	17
O=C(CCc1ccccc1)N1CCN(c2ccccc2F)CC1	9	1.0	4	0.7	-2	0.7	10	-2	-3
COC(=O)c1cc(OC)c(OC)cc1NC(=O)CSc1ccccc1	4	-2.1	43	-3.3	-6	-1.6	1	1	8
COc1ccc(OC)c(CN2CCN(C(=O)c3cccs3)CC2)c1	-2	0.1	4	0.3	-6	-0.4	2	-5	25
CCOC(=O)C1CCN(c2c([N+](=O)[O-])c(C(Cl)Cl)nn2-c2ccccc2)CC1	4	-3.7	-11	-0.2	-6	1.2	6	0	32
Cc1ccc(N(Cc2ccco2)C(=O)c2cccc(S(=O)(=O)N(C)C)c2)cc1	0	-2.1	15	-1.5	-8	-0.7	4	1	38
Cc1ccc(N2C(=O)NC(NC(=O)C(C)(C)C)(C(F)(F)F)C2=O)cc1C (stereo not given)	0	-0.9	25	-1.0	-3	-0.3	3	-1	33
Cn1cccc1CNC(=O)Nc1ccc(Cl)cc1	5	0.0	0	0.7	-7	0.8	5	6	.
CCOC(=O)N1CCN(C(=S)NC(C)(C)C)CC1	-1	-1.1	22	2.1	5	1.4	1	0	-2
CC(=O)NC1C(Oc2cccc(C)c2)OC2COC(c3ccco3)OC2C1O (stereo not given)	-1	1.5	4	-0.4	-6	0.9	3	-3	10
COc1ccccc1NC(=S)N1CCN(Cc2ccccc2)CC1	-6	1.8	2	-0.2	-4	0.9	-2	3	5
CC1CN(c2ccc([N+](=O)[O-])cc2Cl)CCN1S(C)(=O)=O (stereo not given)	-3	1.2	-7	3.2	4	1.8	3	-2	0
O=C(CSC1=NCCS1)NC1CCCCC1	0	1.4	10	1.0	-10	-0.3	1	0	-1
COC(=O)CSc1nc(-c2ccc(C)cc2)c2c(c1C#N)CCCC2	-1	4.4	14	-0.2	4	0.7	7	-1	-32
CC(=O)c1cc(C(C)=O)c(C)nc1C	-2	0.6	-1	1.0	-4	0.9	5	2	14
Cc1cc(C(=O)NCC(=O)O)c(C)o1	-4	0.5	7	0.1	1	0.6	3	2	15
O=C(COC(=O)c1cccnc1Cl)c1ccc(F)cc1	1	0.9	-4	1.0	0	1.2	6	1	-3
COc1ccc(Cn2c(SCC#N)nc3ccc(N4CCOCC4)cc3c2=O)cc1	6	0.3	12	0.3	-12	0.0	6	0	-29
C/C(=N\OCC(=O)Nc1ccccc1C(C)(C)C)c1ccc2c(c1)OCCO2	2	3.5	41	-1.8	-7	-0.2	6	-1	38
CN(Cc1cnn(C)c1)Cc1nc(C(c2ccccc2)c2ccccc2)no1	0	0.3	10	-2.2	11	-1.4	2	-3	23
COCCCNCC(=O)Nc1ccc(OC(F)(F)F)cc1	2	1.0	31	0.7	-2	0.8	2	-3	14
CCCn1c(CCC(=O)O)nc2cc(S(=O)(=O)N(CC)CC)ccc21	4	1.8	8	1.2	0	0.0	-7	-2	-9
Cc1nc(-c2ccccc2)sc1C(=O)/C=C/c1ccccc1	-1	-8.7	13	-1.1	-7	0.4	-1	-1	-41

Five of the entries above in order of their number in Wee1 stabilizer, largest number first:
structure	RBBP9 inh	TRPML3 ag	Wee1 stabilizer	CHOP inhibitor
O=C(CSc1cn(CC(=O)N2CCCCC2)c2ccccc12)NCC1CCCO1 (stereo not given)	-6	0.6	3	-8
CC(=O)c1cc(C(C)=O)c(C)nc1C	-4	0.9	2	14
O=C(COC(=O)c1cccnc1Cl)c1ccc(F)cc1	0	1.2	1	-3
COC(=O)CSc1nc(-c2ccc(C)cc2)c2c(c1C#N)CCCC2	4	0.7	-1	-32
CCCn1c(CCC(=O)O)nc2cc(S(=O)(=O)N(CC)CC)ccc21	0	0.0	-2	-9

More structures.
Order of values – Ba/F3 V617F tox, TNF death inh, PPC-1+TRAIL kill, zfTRPN1 agonist, RBBP9 inh, TRPML3 ag, BaF3 parental, Wee1 stabilizer, CHOP inhibitor
Cc1cccn2cc(CNC(=O)CC3CCCC3)nc12
  2, 0.7, 14, -0.4, 2, 0.4, 3, -1, 8
Cc1ccc(-n2c(O)c(/C=N/n3cnnc3)c3ccccc3c2=O)cc1
  -6&-1, 0.7&-0.7, 11&-15, 1.0&0.8, -1&-12, -0.5&0.4, 0&9, 1&0, 14&-16
O=C(NC1CCCC1)C1CCN(c2cnccn2)CC1
  0, 0.8, 8, -0.8, -7, 0.3, -1, -2, -5
O=S(=O)(c1ccccc1)N1CCN(c2nnc(-c3ccccc3)c3ccccc23)CC1
  3, -7.0, -9, -0.9, -12, 0.5, -6, 9.5*, 16
CC(NC(=O)Cc1ccccc1[N+](=O)[O-])c1ccccc1 (stereo not given)
  6, 15, 17, 0.5, -5, -0.8, 6, -1, 7
COc1ccc(CCN(Cc2cc3cc(C)ccc3[nH]c2=O)C(C)=O)cc1OC
  2, -0.1, 20, 0.7, 1, 0.4, 8, 0, -21
O=C(CCN1C(=O)COc2ccccc21)N1CCCCC1
  -4, 0.9, -15, 0.4, -12, 0.6, 2, -1, -6
COc1ccc(OC)c(-n2c(-c3ccc(C)cc3)n[nH]c2=S)c1
  1, -0.5, 3, -1.4, 1, -0.6, 7, 5, 3

Quoted at random: 2 entries already listed.
Order of values – Ba/F3 V617F tox, TNF death inh, PPC-1+TRAIL kill, zfTRPN1 agonist, RBBP9 inh, TRPML3 ag, BaF3 parental, Wee1 stabilizer, CHOP inhibitor
O=C(CSC1=NCCS1)NC1CCCCC1
  0, 1.4, 10, 1.0, -10, -0.3, 1, 0, -1
CC(=O)c1cc(C(C)=O)c(C)nc1C
  -2, 0.6, -1, 1.0, -4, 0.9, 5, 2, 14
